M4 PAM: CHRM4 positive allosteric modulation; 360,000 tested, 0.4% active; P08173; CHO-K1 hM4/Gqi5, Fluo-8 calcium fluorescence, ACh EC20; 0% = ACh EC20, 100% = maximal ACh; activation, % at 3 µM;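 active = activation above its plate's cutoff, the mean activation of sample wells plus 3 SD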; also: some results filed as inactive read as strong as hits
M5 antag: antagonists of human muscarinic M5 receptor (CHRM5); inhibition, % at 3 µM; 360,000 tested, 0.59% active; CHO-hM5 cells, Fluo-8 calcium fluorescence, ACh EC80; P08912;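 active = inhibition above a per-plate cutoff, the mean of that plate's test compounds plus 3 SD, cut at about 27% in these data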;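 also: 0% = acetylcholine EC80 with DMSO and 100% = DMSO without agonist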
Target sequence (P08912 whole entry, looked up): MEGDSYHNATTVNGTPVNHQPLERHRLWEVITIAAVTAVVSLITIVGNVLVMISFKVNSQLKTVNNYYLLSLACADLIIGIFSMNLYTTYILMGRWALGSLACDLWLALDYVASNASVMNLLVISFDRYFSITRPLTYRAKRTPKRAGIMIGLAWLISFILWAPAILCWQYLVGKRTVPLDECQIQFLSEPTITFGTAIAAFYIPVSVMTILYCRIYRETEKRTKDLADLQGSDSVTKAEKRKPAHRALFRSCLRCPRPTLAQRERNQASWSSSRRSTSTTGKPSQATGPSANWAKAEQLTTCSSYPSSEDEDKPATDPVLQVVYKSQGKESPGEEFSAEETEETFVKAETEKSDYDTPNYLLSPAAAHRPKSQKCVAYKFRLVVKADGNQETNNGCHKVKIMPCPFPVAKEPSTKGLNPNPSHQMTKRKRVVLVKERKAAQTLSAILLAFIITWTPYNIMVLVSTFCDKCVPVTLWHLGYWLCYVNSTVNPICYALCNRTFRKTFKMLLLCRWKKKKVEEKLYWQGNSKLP
TAAR1 agonist: human TAAR1 agonism. Q96RJ0. CHO RD-HGA16 TAAR1, Fluo-8 calcium fluorescence; vehicle wells 0%, saturating PEA agonist 100%. activation, % at 3 µM. 360,000 tested, 0.99% active. AID 624467;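 active = activation above the mean activation of all test compounds in the run plus 3 SD, cut at about 38% in these data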
Target sequence (Q96RJ0 whole entry, looked up): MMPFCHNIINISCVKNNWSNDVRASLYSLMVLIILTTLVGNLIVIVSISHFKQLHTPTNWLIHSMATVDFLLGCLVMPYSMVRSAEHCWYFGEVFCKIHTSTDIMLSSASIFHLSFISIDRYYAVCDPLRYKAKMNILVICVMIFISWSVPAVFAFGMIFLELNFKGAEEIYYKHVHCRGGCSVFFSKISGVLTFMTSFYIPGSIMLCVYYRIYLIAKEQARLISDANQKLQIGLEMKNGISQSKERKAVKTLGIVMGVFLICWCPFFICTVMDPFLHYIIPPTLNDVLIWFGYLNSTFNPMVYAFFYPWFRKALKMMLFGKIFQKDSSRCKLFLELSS
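Test system: RD-HGA16 (CHO) cells co-expressing Gα16 and hTAAR1 | Doses: Single dose, 3 µM | Schedule: 17-24 h seeding, 75 min 37 °C dye, 30 min RT | Evaluation: % activation from peak over basal fluorescence ratio, DMSO-to-PEA scaled | Technique: Kinetic Fluo-8 calcium fluorescence | Benchmarks: Low control DMSO, high control PEA (EC100)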
M1 PAM parental: counter-screen for M1 PAMs: effect in parental CHO-K1 cells; 360,000 tested, 0.02% active; ATP EC20, Fluo-8 calcium fluorescence; 0% at ATP EC20, 100% at ATP max; activation, % at 3 µM;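 active = activation above the run cutoff, the mean activation of all test compounds plus 3 SD, cut at about 40% in these data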;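 also: peak over basal fluorescence ratio in a 140 s read after ATP addition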
M5 ag: agonists of human muscarinic M5 receptor (CHRM5); P08912; CHO-K1 hM5 cells, Fluo-8 calcium fluorescence; 0% DMSO wells, 100% maximal acetylcholine response; activation, % at 3 µM; 360,000 tested, 0.19% active;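 active = activation above the run's mean over test compounds plus 3 SD, cut at about 23% in these data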;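 also: signal is peak over basal fluorescence ratio across the kinetic read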
CRFR2-BP ag: agonists of human CRF-binding protein/CRF-R2 receptor complex. HEK293 CRF-R2/CRF-BP, calcium dye fluorescence (FLIPR); percent of saturating CRF peptide response. activation, % at 13.2 µM. 350,000 tested, 0.46% active;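 active = activation of at least 50%, plus an integration ratio under a set limit after plate pattern correction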;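 also: plate controls were neutral control wells without compound for no effect and CRF at EC100 for full effect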
TAAR1 antag: antagonists of human TAAR1. CHO RD-HGA16 TAAR1, Fluo-8 calcium fluorescence, antagonist. Q96RJ0. 360,000 tested, 1.5% active. inhibition, % at 3 µM. AID 624466;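 active = inhibition above a per-plate cutoff, the mean inhibition of test compounds on that plate plus 3 SD, cut at about 49% in these data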;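 also: 0% = DMSO plus EC80 beta-PEA response and 100% = DMSO alone without agonist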
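Test system: RD-HGA16 CHO cells with stable hTAAR1 and Gα16 / Probe or stimulus: EC80 β-phenethylamine stimulus / Times: seeding 17-24 h prior, 75-min 37 °C, 30-min RT dye loading / Detection: Fluo-8 calcium-sensitive fluorescence / Read-out basis: % inhibition scaled between DMSO and EC80 PEA controls / Repeats: singlicate, one well per test compound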
M5 PAM: CHRM5 positive allosteric modulation; P08912; CHO-K1 hM5, Fluo-8 calcium, ACh EC20 PAM; 0% = ACh EC20, 100% = ACh EC100; activation, % at 3 µM; 360,000 tested, 0.3% active; AID 624038;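 active = activation above the run cutoff, the mean activation of all test compounds plus 3 SD, cut at about 18% in these data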
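Test system: CHO-K1 hM5 cells / Doses: single-point, 3 µM nominal / Times: Post-acetylcholine fluorescence recording 140 s / Technique: Fluo-8 calcium fluorescence / Measure: Max/basal fluorescence ratio as % of EC20–EC100 ACh window / Benchmarks: low control EC20 acetylcholine (0%), high control EC100 acetylcholine (100%) / Replicates: one well per compound, no replicates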
CRFBP-R2 block: CRF-BP/CRF-R2 complex antagonism; HEK293 CRF-R2/CRF-BP, CRF-induced calcium fluorescence; AID 588475; 350,000 tested, 0.59% active; inhibition, % at 11.8 µM;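 active = inhibition of the ligand-induced calcium signal above about 50% at the single tested concentration, limit read from the data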
Numbers without * were called inactive; · = no result given.

SMILES | M4 PAM | M5 antag | TAAR1 agonist | M1 PAM parental | M5 ag | CRFR2-BP ag | TAAR1 antag | M5 PAM | CRFBP-R2 block
CCOC(=O)C1(C)CCN1C(=O)c1cc(OC)ccc1Br (stereo unspecified) | 0 | 8 | 0 | 12 | 0 | · | -6 | -4 | ·
Cc1ccccc1-c1cc(C(=O)Nc2nc3c(s2)CCCC3)c2ccccc2n1 | -13 | 5 | 1 | 1 | 1 | 1.4 | 8 | -12 | -24
CC(=O)Nc1ccccc1C(=O)C(=O)Nc1ccc(F)c(Cl)c1 | -9 | 15 | 2 | -2 | -6 | -1.8 | 1 | -3 | 5
COc1cccc(C(=O)Nc2nnc(S(=O)(=O)N3CCOCC3)s2)c1 | 3 | 16 | -1 | 11 | -1 | -1.7 | 0 | -6 | 11
COc1ccc(NC(=O)C2CCCN2C(=O)OC(C)(C)C)cc1 (stereo unspecified) | 0 | 3 | 2 | 16 | -1 | 0.4 | -8 | 5 | 0
Cc1cccc(C)c1NC(=O)c1sc(N)nc1-c1ccccc1 | 8 | 5 | -1 | 26 | -3 | -1.7 | 17 | -5 | -1
Cn1c(Cn2c(=O)sc3ccccc32)nnc1SCc1ccccc1F | 1 | 8 | -1 | 3 | 0 | 4.8 | 9 | -7 | 21
COc1ccc(CNS(=O)(=O)c2cn(C)c(=O)n(C)c2=O)cc1 | 3 | -14 | 7 | 0 | 2 | 1.6 | -9 | 1 | -12
COc1ccc(/C=C/C(=O)c2c(C)nc3ccccn23)cc1 | 5 | 0 | 9 | -5 | -2 | -1.7 | 6 | 1 | 32
CSc1ccccc1C(=O)N1CCCC(CNC(=O)c2ccc(F)cc2)C1 (stereo unspecified) | 0 | -9 | 1 | 8 | 3 | -2.8 | 0 | 1 | 24
CN1/C(=C\C=C(/C#N)C(=O)Nc2ccccc2F)C(C)(C)c2ccccc21 | 1 | 8 | 18 | 10 | 4 | 257* | 14 | -1 | -193
CCOc1ccc(C2=C/C(=C/c3cccnc3)C(=O)O2)cc1 | -9 | -7 | 7 | 0 | 1 | 35 | -12 | -1 | -51
COC(=O)c1sccc1NC(=O)CSc1cc(Cl)ccc1Cl | -6 | -10 | 16 | 1 | -4 | 3.5 | 18 | -5 | 8
CC(=O)Nc1c(O)nc(SCC(=O)N2CCCCC2)[nH]c1=O | 23* | -3 | 1 | 12 | 1 | -1.1 | -9 | 5 | 7
CNC(=O)c1cc(C)c(-c2ccccc2)s1 | 5 | 3 | -1 | -2 | -1 | -4.5 | 0 | 3 | 23
Cn1c(SCC(=O)NC2CC2)nnc1-c1cccs1 | 7 | -12 | 3 | -11 | -1 | 2.6 | -2 | 9 | -11
Cn1c(O)c(N=NC(=O)c2ccco2)c2ccccc21 | 3 | -12 | 1 | -11 | 3 | 17 | -5 | -1 | 1
CCn1cc(/C=N/NC(=O)c2cc3c(ccc4ccccc43)o2)c2ccccc21 | 0 | -3 | 13 | 12 | 0 | -1.8 | 26 | -3 | 6
Cc1ccc(NC(=O)CCN2CCC(Cc3ccccc3)CC2)cc1 | -7 | -4 | 13 | 12 | -12 | -1.3 | -5 | -1 | -3
O=C(NCc1ccc(C(F)(F)F)cc1)C1CC(c2ccccc2C(F)(F)F)=NO1 (stereo unspecified) | 2 | 7 | 10 | -5 | -1 | -1.9 | 2 | -1 | -26

Entries above printed as active in M4 PAM.
| Molecule | M4 PAM | M5 antag | M5 ag | CRFR2-BP ag | M5 PAM | CRFBP-R2 block |
| --- | --- | --- | --- | --- | --- | --- |
| CC(=O)Nc1c(O)nc(SCC(=O)N2CCCCC2)[nH]c1=O | 23* | -3 | 1 | -1.1 | 5 | 7 |

Following part:
SMILES | M4 PAM | M5 antag | TAAR1 agonist | M1 PAM parental | M5 ag | CRFR2-BP ag | TAAR1 antag | M5 PAM | CRFBP-R2 block
O=C(CCC(=O)N1CCN(c2ccc(Cl)c(Cl)c2)CC1)c1ccccc1 | -9 | 27* | -1 | -14 | 3 | 1.0 | 4 | -15 | 4
COc1ccccc1CCc1nnc(CCC(=O)N(C)Cc2cccc3cnccc23)o1 | -10 | 10 | 3 | -16 | -3 | 1.6 | 16 | -5 | 0
Cc1cc(C)n(CC(C)O)c(=O)c1C#N (stereo unspecified) | 4 | 4 | 2 | 17 | -1 | -0.8 | -4 | -3 | 6
C=CCn1c(COc2ccc(F)cc2)nnc1SCC(=O)c1c[nH]c2c(CC)cccc12 | 20 | -3 | 3 | -1 | 1 | 0.7 | -13 | 1 | -8
CN(C)c1ccc(N=c2sc3ccccc3n2C)cc1 | 5 | 1 | 14 | -1 | -4 | -1.3 | -5 | -2 | -4
COc1ccccc1CNC(=O)COC(=O)Cc1c(F)cccc1Cl | 6 | -5 | 3 | -14 | 0 | -0.5 | 15 | 9 | -12
C[C@@H](NC(=O)[C@@H]1Cc2ccccc2CN1C(=O)OC(C)(C)C)C(=O)NC1CCCCC1 | 9 | 1 | 2 | 16 | -3 | -4.8 | -6 | -1 | -2
CC(C)(C)NC(=O)NC(=O)CN1CCN(S(=O)(=O)c2ccccc2)CC1 | -3 | 0 | 0 | 7 | 3 | 1.7 | -31 | 5 | -15
CCCn1c(NC(=O)c2ccccc2)nc2ccccc21 | -6 | 4 | 24 | 11 | -7 | -3.0 | 1 | -8 | -14
COc1cccc(N(C(=O)CNC(=O)c2ccco2)C(C(=O)NC2CCCC2)c2ccco2)c1 (stereo unspecified) | -2 | -7 | -1 | -10 | -2 | -1.9 | 1 | 3 | -6
CS(=O)(=O)Nc1ccc(C(=O)N2CCCCC2)cc1 | 23* | -4 | 4 | -3 | 0 | 0.8 | -14 | -8 | -2
O=C(N/N=C/c1cccnc1)c1ccccc1Cl | 1 | 4 | 3 | 9 | -1 | 0.3 | -9 | 3 | 2
Cc1ccc(-n2nc(C(=O)O)cc2-c2ccc(Cl)cc2)cc1 | -1 | 5 | 21 | -12 | -2 | 0.7 | -3 | -2 | 5
CCOC(=O)c1c(NC(=O)CCC(=O)O)sc2c1CC(C)(C)OC2 | 4 | -4 | 4 | 31 | 2 | -0.5 | 11 | 16 | 27
CCC(=O)N1CCc2cc(S(=O)(=O)NC(C(=O)N3CCN(c4ccc(F)cc4)CC3)C(C)C)ccc21 (stereo unspecified) | -1 | 7 | 1 | 14 | -4 | -0.3 | -5 | -4 | -2
O=C(N/C(=C\c1ccc2c(c1)OCO2)C(=O)N1CCOCC1)c1cccs1 | 13 | 2 | 2 | 21 | 1 | -1.5 | 14 | 5 | -7
CCOC(=O)c1c(NC(=O)COC(=O)c2ccccn2)sc(C)c1C | 8 | 3 | 0 | 17 | 1 | 0.6 | 9 | 6 | -6
COc1ccc(CCNC(=O)/C=C/C(=O)O)cc1 | 5 | -2 | 62* | 13 | -1 | 2.4 | 30 | 1 | 7
Cc1ccc(C(=O)NCC(=O)N2CCC3(CC2)NCCc2[nH]cnc23)cc1C | 5 | -1 | 0 | 33 | -4 | -0.2 | -15 | 4 | 1
O=C(O)c1cccc(N2C(=O)c3ccc(C(=O)c4cccc([N+](=O)[O-])c4)cc3C2=O)c1 | 2 | 6 | 0 | -15 | 1 | -2.6 | -28 | -2 | -3
COc1cc(OC)c(NS(=O)(=O)c2cc(C(=O)NCCCN3CCOCC3)ccc2C)cc1Cl | 1 | 6 | 1 | 12 | -1 | -0.8 | 6 | -5 | -11
CC(C(=O)OCC(=O)c1c(N)n(C)c(=O)n(C)c1=O)N1C(=O)c2ccccc2C1=O (stereo unspecified) | 4 | -4 | 2 | 26 | -2 | -0.7 | -18 | 4 | 9
N#CCC(CNc1ncc(C(F)(F)F)cc1Cl)OC(=O)c1ccc(Cl)cc1 (stereo unspecified) | -11 | -4 | 0 | -5 | -3 | 2.0 | -9 | -11 | -35
Cc1cc(C)cc(NC(=O)c2cc(=O)c3ccccc3o2)c1 | 4 | 16 | 1 | -2 | -4 | -0.6 | 3 | -7 | -39
COc1ccc(C2c3[nH]c4ccccc4c3CCN2Cc2cccn2-c2ncccn2)cc1C (stereo unspecified) | -10 | -5 | 1 | 16 | -4 | 2.4 | 1 | -10 | -11
O=C(CCNC(=O)c1ccc(Br)cc1)Nc1ccc(S(=O)(=O)N2CCCCC2)cc1 | 1 | 7 | 1 | -9 | 2 | 0.4 | 20 | -2 | 11
CC(C(=O)O)n1nc(-c2ccccc2)c2ccccc21 (stereo unspecified) | -3 | 5 | 1 | 15 | -4 | 1.3 | -4 | -2 | 6
COc1cc(CNc2ccc(CNc3ncn[nH]3)cc2)ccc1OCC(=O)NC(C)(C)C | -7 | 8 | 2 | 6 | 2 | -0.8 | 21 | -6 | 8
CS(=O)(=O)N1CCN(CC(=O)NC2CCCCC2)CC1 | 5 | 3 | 5 | 17 | -3 | 1.3 | 18 | -1 | -5
O=C(COC(=O)/C=C/c1cnc2ccccc2n1)NCC(F)(F)F | 2 | -2 | 18 | 13 | -1 | 0.8 | -3 | 3 | -11
Cc1cc(C)c(S(=O)(=O)N2CCN(S(=O)(=O)N3CCOCC3)CC2)c(C)c1 | -1 | 2 | 7 | -6 | -1 | 0.9 | 3 | 0 | -1
CCOC(=O)Cc1ccc(Nc2nc3cc(-c4sccc4C)sc3c(=O)n2C)cc1 | -1 | -7 | -2 | 4 | -3 | · | 17 | -3 | ·
C=CCn1c(=O)c(C(=O)Nc2ccccc2O)c(O)c2ccccc21 | -5 | -2 | 0 | -17 | -10 | 2.6 | 2 | -4 | -41
O=C(Nc1ccc2ccccc2n1)c1ccccc1Cl | -4 | -4 | 5 | 1 | -1 | -2.3 | -8 | -1 | -9
COc1ccc(OC)c(CCNC(=O)c2ccc(CS(=O)Cc3cccc(Cl)c3)o2)c1 (stereo unspecified) | -9 | 5 | 1 | -5 | -2 | -1.0 | 1 | -10 | 5
COc1ccc(NS(=O)(=O)c2cc(NC(=O)c3nn(C)c(=O)c4ccccc34)ccc2OC)cc1 | -12 | 12 | 9 | 1 | 8 | -1.7 | 35 | -10 | -5
O=C(NCCC1CCCCN1S(=O)(=O)c1ccccc1)C(=O)NCC1CCCO1 (stereo unspecified) | 5 | 0 | 0 | -25 | 5 | -1.0 | -11 | 3 | 0
COc1ccc(N2CCN(S(=O)(=O)c3cccc(C(F)(F)F)c3)CC2)cc1 | 5 | 6 | -1 | 16 | 1 | -0.7 | -3 | -1 | 26

Three structures from above, ordered by molar mass, lowest first:
SMILES | M4 PAM | M5 antag | TAAR1 agonist | M1 PAM parental | M5 ag | CRFR2-BP ag | TAAR1 antag | M5 PAM | CRFBP-R2 block
O=C(NCCC1CCCCN1S(=O)(=O)c1ccccc1)C(=O)NCC1CCCO1 (stereo unspecified) | 5 | 0 | 0 | -25 | 5 | -1.0 | -11 | 3 | 0
CCOC(=O)Cc1ccc(Nc2nc3cc(-c4sccc4C)sc3c(=O)n2C)cc1 | -1 | -7 | -2 | 4 | -3 | · | 17 | -3 | ·
COc1ccc(C2c3[nH]c4ccccc4c3CCN2Cc2cccn2-c2ncccn2)cc1C (stereo unspecified) | -10 | -5 | 1 | 16 | -4 | 2.4 | 1 | -10 | -11

Compounds as they come, and some 4.2% of all compounds hit somewhere here.
